RORg inh: qHTS for inhibitors of ROR gamma transcriptional activity; Drosophila S2 Gal4-RORgamma UAS-luciferase reporter, 20 h; AID 2551, 2010; Potency, µM (titrated, usually from 53.6 µM), for the others: at the highest dose activity change, negative = inhibition, actives largely listed as inhibitors; 5.4% of 310,000 active; also: potency is read from the fitted curve at half-maximal effect; % is scaled to controls: 0 for no effect and ±100 for the full control effect; nearly all actives have a fitted effect of over 60% in size
Target sequence (P51450 whole entry, looked up, the tested form may be a part): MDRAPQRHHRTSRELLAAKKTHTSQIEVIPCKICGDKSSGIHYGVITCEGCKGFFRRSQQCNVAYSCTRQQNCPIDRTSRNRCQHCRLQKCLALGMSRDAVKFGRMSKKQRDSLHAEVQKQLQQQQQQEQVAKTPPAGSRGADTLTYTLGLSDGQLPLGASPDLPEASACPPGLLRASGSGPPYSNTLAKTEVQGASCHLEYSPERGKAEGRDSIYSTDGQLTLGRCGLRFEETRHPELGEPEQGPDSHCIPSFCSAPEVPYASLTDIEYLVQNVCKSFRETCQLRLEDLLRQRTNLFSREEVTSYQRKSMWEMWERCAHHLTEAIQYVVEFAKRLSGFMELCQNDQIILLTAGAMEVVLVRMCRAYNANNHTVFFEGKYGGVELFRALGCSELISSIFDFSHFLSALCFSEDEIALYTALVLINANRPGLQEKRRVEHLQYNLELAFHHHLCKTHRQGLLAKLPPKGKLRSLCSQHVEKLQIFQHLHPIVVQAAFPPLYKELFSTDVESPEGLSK
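ROR gamma transcriptional activity was tracked as Gal4-UAS luciferase output in stably transfected Drosophila Schneider cells, with compound added 1 hr before 700 uM copper sulfate induction and a 20 hr ambient-temperature incubation.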
FLuc modulator: qHTS profiling assay for firefly luciferase inhibitor/activator using purifed enzyme and Km concentrations of substrates (counterscreen for miR-21 project); Luciferin 4-monooxygenase (Photinus pyralis), P08659; 6.9% of 360,000 active; Potency, µM (titrated, usually from 57.5 µM), for the others: at the top dose activity change, negative = inhibition, usual class: inhibitors; purified FLuc, Km substrates, luminescence inhibition;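 also: potency is read from the fitted curve at half-maximal effect; plate controls were vehicle for no effect and reference inhibitor for full effect; nearly all actives have a fitted effect of over 55% in size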
Target sequence (P08659 whole entry, looked up): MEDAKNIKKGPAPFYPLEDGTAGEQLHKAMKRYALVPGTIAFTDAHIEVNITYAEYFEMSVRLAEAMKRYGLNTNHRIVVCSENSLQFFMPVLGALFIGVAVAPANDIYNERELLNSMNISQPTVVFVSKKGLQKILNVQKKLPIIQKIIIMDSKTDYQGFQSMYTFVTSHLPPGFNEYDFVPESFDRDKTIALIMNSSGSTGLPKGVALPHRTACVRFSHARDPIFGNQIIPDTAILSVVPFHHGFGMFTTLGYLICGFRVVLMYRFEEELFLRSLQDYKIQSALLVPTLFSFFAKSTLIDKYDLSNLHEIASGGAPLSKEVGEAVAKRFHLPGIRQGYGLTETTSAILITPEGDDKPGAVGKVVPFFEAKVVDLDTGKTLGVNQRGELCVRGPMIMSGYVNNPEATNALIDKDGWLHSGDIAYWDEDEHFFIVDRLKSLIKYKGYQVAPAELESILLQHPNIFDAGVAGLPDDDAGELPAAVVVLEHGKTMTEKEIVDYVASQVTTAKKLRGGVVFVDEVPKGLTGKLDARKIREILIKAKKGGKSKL
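Purified P. pyralis luciferase, 10 nM final, with Km-level 10 uM D-luciferin and 10 uM ATP in 50 mM Tris acetate pH 7.5, 10 mM Mg acetate, 0.01% Tween-20, 0.05% BSA; 6-point qHTS titration about 60 µM downward; luminescence read.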
KCNH2 3.1 block: qHTS for Inhibitors of KCHN2 3.1: Mutant qHTS. activity change, % (tested at about 1.8 µM). Potassium voltage-gated channel subfamily H member 2, brain isoform KCNH2 3.1 (human). AID 720553, 2013. 0.95% of 340,000 active. U2OS KCNH2 3.1, thallium flux FluxOr; hits give low values;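 active = maximum activity change below -70%; inconclusive = maximum activity change from -70% to -50%; inactive = maximum activity change above -50%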;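 also: thallium influx rate constant from kinetic fluorescence after stimulation buffer; % is scaled to controls: 0 for no effect and ±100 for the full control effect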
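We transduce U2OS cells with the mutant 3.1 virus, culture them overnight, load FluxOr with Red40 quencher for 45 min, then add stimulation buffer and read kinetically for 2 min to derive a normalized rate constant.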
Gal4-VP16 FLuc: VP16 counterscreen qHTS for inhibitors of ROR gamma transcriptional activity; Drosophila S2 Gal4-VP16 UAS-luciferase, luminescence, 20 h; Potency, µM (series often up to 53.6 µM), inactives show at the top dose activity, negative = inhibition, actives largely listed as inhibitors; 3.5% of 310,000 active; AID 2546, 2010;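 also: Gal4-VP16 expression switched on by copper sulfate through the metallothionein promoter; potency is read from the fitted curve at half-maximal effect; % is scaled to controls: 0 for no effect and ±100 for the full control effect; nearly all actives have a fitted effect of over 50% in size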
PKM2 act: qHTS Assay for Activators of Human Muscle isoform 2 Pyruvate Kinase; Pyruvate kinase PKM (Homo sapiens), P14618; purified PKM2, Kinase-Glo ATP luminescence, activation; response scale: 0% is enzyme alone, no compound; Potency, µM (series often up to 57.5 µM), for the others: at the top dose activation, actives largely listed as activators; 0.34% of 260,000 active; AID 1631, 2009; also: potency is read from the fitted curve at half-maximal effect; % is scaled to controls: 0 for no effect and ±100 for the full control effect; nearly all actives have a fitted effect of over 55% in size
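Purified hPK-M2 (>95%) run at intermediate activity with 0.1 mM ADP and 0.5 mM PEP in 50 mM imidazole pH 7.2, KCl, MgCl2; 1 h room temperature. ATP formed read by Kinase-Glo luminescence; normalized to uninhibited and no-enzyme controls.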
Mito fusion act: qHTS Assay for Small Molecule Inhibitors of Mitochondrial Division or Activators of Mitochondrial Fusion; S. cerevisiae fusion-defective mutant growth rescue, CellTiterGlo 48 h; Potency, µM (top dose mostly 46.1 µM), inactives show at the top dose growth rescue (activation), actives largely listed as activators; 0.23% of 320,000 active;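 also: potency is read from the fitted curve at half-maximal effect; % of control where 0% means no effect; nearly all actives have a fitted effect of over 45% in size; temperature-sensitive fusion mutants such as fzo1-1 at 37 °C on non-fermentable ethanol glycerol medium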
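Growth-rescue viability read-out: after 48 h at the non-permissive 37C in glycerol/ethanol YPEG, yeast mitochondrial fusion mutants are measured by CellTiterGlo luminescence; compounds (23 nl pinned per well) restoring growth score as division inhibitors or fusion activators.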
ELG1 DNA repair: qHTS screen for small molecules that inhibit ELG1-dependent DNA repair in human embryonic kidney (HEK293T) cells expressing luciferase-tagged ELG1 | HEK293T ELG1-luciferase reporter, luminescence, 16 h; DNA damage induced by 5-fluorouridine | Potency, µM (series often up to 46.1 µM), without a hit: at the top dose activity change, negative = inhibition, hits mostly inhibitors | 2.3% of 330,000 active | AID 504467, 2011; also: potency is read from the fitted curve at half-maximal effect; % is scaled to controls: 0 for no effect and ±100 for the full control effect; nearly all actives have a fitted effect of over 55% in size
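Luminescence from the luciferase reporter, measured 30 min after ONE-Glo reagent at room temperature, was the read-out. Beforehand, 2,000 cells per well were exposed for 16 hr at 37 °C to 5-fluorouridine together with compound or vehicle.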
NPC1 promoter act: qHTS Assay for NPC1 Promoter Activators | Huh7 NPC1 promoter luciferase reporter, 24 h | Potency, µM (titrated, usually from 9.22 µM), for the others: at the top dose activation, usual class: activators | 2.4% of 320,000 active | AID 485313, 2010;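 also: potency is read from the fitted curve at half-maximal effect; % of control where 0% means no effect; nearly all actives have a fitted effect of over 60% in size; reporter is driven by a mutant NPC1 promoter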
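Luminescence from an NPC1 promoter-driven luciferase reporter in stably transfected Huh7 cells was measured after 24 h compound treatment at 37 °C, followed by 10 min ambient incubation with luciferase detection reagent.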
Rab9 promoter act: qHTS Assay for Rab9 Promoter Activators; Huh7 Rab9 promoter-luciferase reporter, luminescence, 24 h; 2.8% of 320,000 active; Potency, µM (series often up to 9.22 µM), for the others: at the highest dose activation, negative = inhibition, hits mostly activators; AID 485297, 2010; also: potency is read from the fitted curve at half-maximal effect; % of control where 0% means no effect; nearly all actives have a fitted effect of over 60% in size
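Cell-based reporter: Huh7 stable for Rab9 promoter-driven luciferase, plated in reduced-serum medium with 10% FBS at 1500 cells/well, compound-treated 24 h at 37 °C, luminescence read after 10 min reagent.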
MBNL1 CUG block: qHTS Assay for Inhibitors of MBNL1-poly(CUG) RNA binding; Muscleblind-like protein 1 (Homo sapiens), Q9NR56; TR-FRET MBNL1-His/biotin-(CUG)12 binding, 665/545 ratio; Potency, µM (highest dose often 57.5 µM), without a hit: top-dose activity change, negative = inhibition, most hits filed as inhibitors; 0.036% of 280,000 active; active = well fitted inhibition curve with a large enough effect in the signal ratio, with a control signal flat, not every such curve was filed as active; inconclusive = small, poorly fitted or top-dose-only effect, or effect the other way, or a change in a side signal; inactive = no such curve, though single readings can be large or run the other way; the % refers to the signal ratio; also: potency is read from the fitted curve at half-maximal effect; % is scaled to controls: 0 for no effect and ±100 for the full control effect
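Compounds (final 92 nM to 58 uM) are added to His-tagged MBNL1 and biotin-(CUG)12, then terbium anti-His antibody and streptavidin-XL665 (5 nM final). After 60 min at room temperature, the 665/545 nm ratio is read.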
Menin-MLL TR inh: qHTS Assay for Inhibitors Targeting the Menin-MLL Interaction in MLL Related Leukemias: Competition With Texas Red Labeled MLL-derived Mutant Peptide. Menin + Texas Red MLL mutant peptide, fluorescence polarization. Potency, µM (highest dose often 61.6 µM), for the others: at the top dose FP activity change, negative = inhibition, usual class: inhibitors. 0.23% of 270,000 active. O00255; active = well fitted inhibition curve with a large enough effect in the polarisation, with a control signal flat, not every such curve was filed as active; inconclusive = small, poorly fitted or top-dose-only effect, or effect the other way, or a change in a side signal; inactive = no such curve, though single readings can be large or run the other way; the % refers to the polarisation; also: potency is read from the fitted curve at half-maximal effect; % of control where 0% means no effect; many of its hits are not listed in these tables
* hit, by the source's call; ? = inconclusive; / = no result given; & = joins results of further samples; [ ] = dose if it differs, or a comment. Unless noted, calls follow the shape of the dose curve; as a rule, active = well fitted curve in the direction sought with a large enough effect; inconclusive = small, poorly fitted or top-dose-only effect, or another doubt; inactive = no such curve, though single readings can be large; an effect the other way counts as inactive or inconclusive. A portion of the library; the hit share may differ from the screen's.

SMILES	RORg inh	FLuc modulator	KCNH2 3.1 block	Gal4-VP16 FLuc	PKM2 act	Mito fusion act	ELG1 DNA repair	NPC1 promoter act	Rab9 promoter act	MBNL1 CUG block	Menin-MLL TR inh
O=C(CN(Cc1ccco1)C(=O)c1cc(=O)[nH]c2ccccc12)Nc1ccccc1Br	36%	6%	1	-16%	5%	-3%	21µM*	-3%	-3%	-3%	0%
CCOC(=O)C1(Cc2ccccc2Cl)CCN(S(=O)(=O)N(C)C)CC1	26%	3%	-8	?	5%	17%	-16%	-1%	-6%	7%	-5%
O=C(Nc1cccc(Cl)c1)c1cc(F)cc2c1OCOC2	-12%	1%	-1	3%	2%	-2%	23%	19%	3%	11%	/
CCOc1ccc(N2C(=O)CC(N(CCc3ccc(OC)c(OC)c3)C(=S)Nc3ccccc3)C2=O)cc1 (stereo unspecified)	40%	0%	11	-9%	-3%	0%	-25%	-2%	-1%	-16%	-5%
CCN(CC)CCn1c2c(c(SCC(=O)Nc3cc(C)on3)nc1=O)CCCC2	/	3%	-2	/	/	-5%	0%	1%	-3%	/	/
Cn1ncc(Br)c1C(=O)OCC(=O)Nc1nc(-c2ccccc2)cs1	?	-6%	-1	?	-16%	12%	?	22%	-1%	6%	?
NNC(=O)c1cccn(Cc2ccc(Cl)cc2Cl)c1=O	-14%	-1%	-6	7%	/	-13%	?	-2%	-13%	-1%	-1%
CC(=O)Nc1ccc(S(=O)(=O)Oc2ccccc2N2C(=O)C3C4CCC(C4)C3C2=O)cc1 (stereo unspecified)	39%	4%	2	2%	2%	0%	?	1%	9%	-6%	0%
Cc1noc(C)c1C(=O)N1CCN(Cc2ccccc2)CC1	25%	0%	/	12%	7%	-1%	-5%	-3%	14%	0%	-8%
Cc1ccc2c(Cl)c(C(=O)Nc3cc(C)on3)sc2c1	27%	?	-15	?	-4%	-1%	?	2.8µM*	2.2µM*	21%	3%
CCOC(=O)/C=C/[C@H]1CC(c2ccccc2)(c2ccccc2)CO1	/	5%	-9	/	/	6%	-11%	-3%	-6%	/	/
COc1ccc(-c2cc(C(=O)Nc3nc4c(C)cccc4s3)c3ccccc3n2)cc1OC	19%	11µM*	-16	-4%	-3%	8%	?	7%	5%	-1%	-8%
C/C(Cn1nnc2ccccc21)=N\OC(=O)c1cc(F)c(F)cc1Cl	-20%	0%	-19	-15%	-3%	-4%	5%	1%	-3%	-8%	-12%
CCN(C(=O)Cc1c(C(=O)O)n(C)c2ccccc12)c1cccc(C)c1	-1%	2%	4	8%	/	3%	-9%	1%	-12%	2%	24%
O=C(Nc1ccc(Oc2ncnc3cc(Cl)ccc23)nc1)c1ccc(F)cc1	11%	-1%	-16	1%	-1%	3%	9%	-2%	-1%	/	/
COc1ccc(-c2csc(N3CCC(c4ccccc4)C3)n2)cc1 (stereo unspecified)	11µM*	4.3µM*	-5	-6%	0%	3%	?	?	?	4%	-1%
Cc1cc(NC(=O)c2ccc3nc(-c4ccccc4)c(-c4ccccc4)nc3c2)no1	-19%	0%	-13	-2%	-6%	-5%	-10%	-7%	-8%	6%	1%
CCN(CC)S(=O)(=O)c1cccc(NC(=O)c2ccc(C#N)cc2)c1	?	-1%	0	2%	-4%	-6%	?	-4%	-14%	1%	14%
Cc1cc(-c2nnc(CCC(=O)N3CCN(Cc4cccnc4)CC3)o2)c(C)o1	11%	-2%	12	8%	0%	-3%	-1%	-4%	-8%	?	4%
Cc1cccc(OCc2nnc(SCc3cc(=O)n4cc(Br)ccc4n3)o2)c1	2%	2%	2	-12%	2%	-2%	-12%	1%	-1%	?	0%
Nc1nc(CCl)nc(Nc2cccc3ccccc23)n1	11µM*	4%	6	10µM*	10%	1%	?	-38%[inhibitor]	-49%[inhibitor]	16%	/
O=C(CSc1nc2c(c(=O)[nH]1)CN(Cc1ccc(F)cc1)CC2)Nc1ccc(F)cc1	?	11%	7	-10%	16µM*	1%	-8%	2%	-6%	-10%	10%
Cc1nc(N2CCOCC2)nc(N2CCCC2)c1[N+](=O)[O-]	-9%	-1%	0	-4%	-2%	-2%	0%	0%	-5%	-8%	-5%
COCCN(C(=O)COC(=O)c1c(NC(C)=O)sc(C)c1C)c1c(N)n(Cc2ccccc2)c(=O)[nH]c1=O	/	-2%	-2	/	/	0%	?	-4%	-1%	/	/

Laid out differently: entries from further up.
The line under a structure holds: RORg inh	FLuc modulator	KCNH2 3.1 block	Gal4-VP16 FLuc	PKM2 act	Mito fusion act	ELG1 DNA repair	NPC1 promoter act	Rab9 promoter act	MBNL1 CUG block	Menin-MLL TR inh
C/C(Cn1nnc2ccccc21)=N\OC(=O)c1cc(F)c(F)cc1Cl
→ -20%	0%	-19	-15%	-3%	-4%	5%	1%	-3%	-8%	-12%
COCCN(C(=O)COC(=O)c1c(NC(C)=O)sc(C)c1C)c1c(N)n(Cc2ccccc2)c(=O)[nH]c1=O
→ /	-2%	-2	/	/	0%	?	-4%	-1%	/	/

Remaining list, next part:
SMILES	RORg inh	FLuc modulator	KCNH2 3.1 block	Gal4-VP16 FLuc	PKM2 act	Mito fusion act	ELG1 DNA repair	NPC1 promoter act	Rab9 promoter act	MBNL1 CUG block	Menin-MLL TR inh
CCC(C)[C@H](NS(=O)(=O)c1ccc(C)cc1)C(=O)N1CCC(C(=O)N[C@H](C(=O)O)c2ccccc2)CC1 (stereo partly specified)	-15%	3%	-3	-1%	0%	1%	5%	-4%	0%	-12%	-4%
CCC(Sc1nnnn1-c1ccccc1)C(=O)NC(C)c1ccccc1 (stereo unspecified)	7%	4%	-11	-2%	-3%	16%	-5%	-2%	1%	-9%	?
CC(C)(C)c1ccc(OCC(=O)Nc2ccc(C(=O)Nc3ccccc3C(=O)O)cc2)cc1	15%	?	9	0%	-3%	2%	?	18%	19%	-10%	?
Cc1ccccc1C(=O)Nc1ccnn1C1CCN(CCCc2ccccc2)CC1	-6%	4%	-106*	4%	2%	-1%	-5%	13%	1%	-1%	/
COCCNC(=O)c1cccc2c1-c1ccccc1C2=O	5%	-2%	5	5%	/	-2%	-7%	1%	-5%	?	-14%
Cc1nn(-c2ccc(C(=O)O)cc2)c2c1C(=O)CC(C)(C)C2	21%	-2%	16	-2%	-2%	4%	13%	2%	0%	-2%	/
COc1ccc(OC)c(S(=O)(=O)N2CCCC(C(=O)N3CCCCCC3)C2)c1 (stereo unspecified)	/	2%	10	/	2%	0%	-1%	2%	1%	-4%	-16%
O=C(Cc1ccc(Cl)cc1)Nc1ccccc1CO	44%	-1%	-3	16%	0%	1%	8%	0%	9%	-9%	9%
O=C(O)CP(=O)(O)O	7%&-24%	5%	-1	-10%&3%	-4%	-2%&-3%	4%	-11%[46.1 µM]	-18%[46.1 µM]	-1%	?
CCOC(=O)C1=C(O)C(=O)N(c2ccc(S(N)(=O)=O)cc2)C1c1cccc([N+](=O)[O-])c1 (stereo unspecified)	1%	5%	11	-3%	1%	0%	3%	-2%	9%	/	/
CCOC(=O)c1ccc(N2Cc3ccccc3C2)cc1O	33%	8.5µM*	-39	1%	-7%	4%	?	27%	?	13%	?
COc1ccc(CNC(=O)CN2CCC(NC(=O)c3ccc(OC)cc3)CC2)cc1	13%	-11%	13	19%	-5%	-3%	-1%	2%	-1%	5%	4%
